# Xi reactivation: X-chromosome reactivation activator; AID 743238; actives 0.055% (n = 360,000); activation, % at 7.58 µM; XiGFP mouse fibroblasts, % GFP-positive cells imaging, 3 d; cells co-treated with 5-aza-dC sensitizer; scaled so ellipticine positive control = 100%;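 active = mean normalized replicate activation at least 10% and every replicate at or above 10%; inconclusive = only one of the two criteria met; inactive = mean below 10% and not all replicates reach 10%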;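 note: 0% = median of on-plate neutral control wells and 100% = ellipticine 6 µM median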
#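 System: 68-5-11 XiGFP fibroblast line; Timing: 3 days compound exposure; Compound dosing: one concentration, pinned; Benchmarks: positive control ellipticine, 6 µM final; Buffer or medium: DMEM containing 5-aza-dC.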
# ERp5 block: inhibitors of human ERp5 | Q15084 | ERp5 insulin aggregation, absorbance 650 nm, 90 min | inhibition, % at 9.99 µM | actives 0.05% (n = 350,000);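 active = mean replicate inhibition above about 25%, with every replicate also reaching it, limit read from the data, passing the limit was not always enough; inconclusive = only one of those two criteria met; inactive = neither criterion met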
# Target sequence (Q15084 whole entry, looked up): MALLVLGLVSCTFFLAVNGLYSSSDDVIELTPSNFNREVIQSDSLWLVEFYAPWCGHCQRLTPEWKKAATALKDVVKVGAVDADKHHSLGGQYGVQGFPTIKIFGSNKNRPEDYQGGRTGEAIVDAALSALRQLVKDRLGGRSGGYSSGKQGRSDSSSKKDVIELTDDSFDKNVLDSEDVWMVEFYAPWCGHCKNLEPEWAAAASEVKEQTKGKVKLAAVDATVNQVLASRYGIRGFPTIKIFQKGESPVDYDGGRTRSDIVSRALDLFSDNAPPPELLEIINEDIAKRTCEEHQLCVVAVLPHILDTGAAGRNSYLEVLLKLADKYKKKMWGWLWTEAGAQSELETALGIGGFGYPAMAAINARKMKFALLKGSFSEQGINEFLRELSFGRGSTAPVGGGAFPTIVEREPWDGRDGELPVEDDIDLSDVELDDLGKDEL
# F508del corr: correctors of CFTR F508del function in bronchial epithelial cells | CFBE cells, YFP halide quenching; stimulated with forskolin plus potentiator P3; % fluorescence drop versus neutral controls | activity (quench increase), % at 7.58 µM | actives 0.36% (n = 350,000);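 active = mean added fluorescence quench of at least 8% versus neutral control, with both replicates also reaching 8%; inconclusive = only one of the mean or replicate conditions met; inactive = mean below 8% and not both replicates reaching 8%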;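 note: cells transiently co-express mutant CFTR-F508del with the halide-sensitive YFP; corrector assay measuring rescue of mutant channel to the surface after 24 h compound exposure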
# ARNT-TACC3 inh: disruptors of human ARNT/TACC3 interaction; AlphaScreen His-ARNT PAS-B/GST-TACC3 binding, luminescence; TACC3 fragment carries E629A point mutation; inhibition, % at 9.99 µM; AID 623870; actives 0.66% (n = 390,000); Q9Y6A5;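 active = mean inhibition of replicates at least 50% and at least half of replicates each reaching 50%; inconclusive = half or more replicates reach 50% but mean below 50%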;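 note: 0% = complete ARNT plus TACC3 wells and 100% = ARNT alone without TACC3; many hits fall short of the cut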
# PAX8 reporter: lowers PAX8-driven luciferase in RMG-I cells; RMG-I TPO-luciferase reporter, SteadyGlo, 24 h; inhibition, % at 12.6 µM; actives 1.2% (n = 360,000); AID 652154;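 active = mean replicate inhibition at least 60% with every replicate also reaching 60%; inconclusive = only one of the two criteria is met; inactive = mean below 60% and not all replicates reaching 60%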;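 note: luciferase light reporting Pax8 driven TPO promoter activity; plate controls were median of neutral control wells for no effect and mitoxantrone controls for full effect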
# DENV2 CPE: inhibitors of DENV2 cytopathic effect; CPE inhibition, % at 9.99 µM; actives 1.7% (n = 350,000); AID 651640; DENV2-infected cells, cytopathic effect rescue, plate reader; in the data active = CPE inhibition above about 20%, passing the limit was not always enough; inconclusive = no clear call, values can overlap the other calls; tested in BHK-21 cells;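 note: 0% = median of neutral control wells and 100% = median of positive control wells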
# EWS-Fli inh: inhibitors of EWS/Fli oncoprotein transcriptional activity | A673 NR0B1-luciferase reporter, viability-normalised | inhibition, % at 12.6 µM | actives 0.67% (n = 350,000) | AID 651661;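 active = mean inhibition of at least 50% after viability correction, with every replicate also passing that limit; inconclusive = mean reaches 50% but only one of two replicates passes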;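 note: firefly luciferase signal divided by Alamar Blue viability fluorescence both relative to DMSO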
# INS-1E GSIS act: primary screen for activators of insulin secretion dependent on glucose, INS-1E cells, GLuc reporter luminescence; INS-1E GLuc reporter insulin secretion, 2-3 h; activation, % at 16.6 µM; actives 0.61% (n = 370,000);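 active = lowest replicate activation of at least 40%, so every replicate reaches that level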;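 note: 0% = median of neutral control wells and 100% = median of IBMX positive control wells; some compounds called inactive have numbers as strong as hits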
# The depositor's hits bear a star; ? = inconclusive; . = no result given. Rows were taken by chance; 4.2% or so of the library scored in one or more.
cpd	SMILES	Xi reactivation	ERp5 block	F508del corr	ARNT-TACC3 inh	PAX8 reporter	DENV2 CPE	EWS-Fli inh	INS-1E GSIS act
1	C=C1C(=O)C23C(O)C1CCC2C12CCCC(C)(COC(C)=O)C1C(O)C3(O)OC2 (configuration not stated)	1.6	5	-4.6	1	123*	-1	57*	162*
2	CC(C)(C)c1ccc(S(=O)(=O)NC(=O)C2(C)CCN2C(=O)C2(c3ccccc3)CC2)cc1 (configuration not stated)	0.1	2	0.8	.	17	1	10	.
3	CCCc1nnc(SCC(=O)N(CC)CC)n1CC1CCCO1 (configuration not stated)	0.0	8	1.1	1	1	-5	5	7
4	COCC(=O)Nc1ccc2c(c1)C(=O)N(C)[C@H]1CC[C@@H](CC(=O)OC)O[C@@H]1CO2	0.1	.	-0.3	7	9	-2	5	4
5	C[C@@H]1CN([C@@H](C)CO)C(=O)c2cc(NC(=O)C3CC3)ccc2O[C@@H]1CN(C)Cc1ccc(C(F)(F)F)cc1	-0.5	0	1.9	.	25	-3	5	-11
6	C/C(=N/N1CCN(Cc2ccccc2)CC1)c1ccc(Br)cc1	0.1	8	-2.4	-1	4	0	0	1
7	Cc1oc2c(CN3CCCCC3)c(O)ccc2c(=O)c1-c1ccc(Br)cc1	0.0	-5	-2.7	-8	8	-5	4	-10
8	CC(=O)N(C)C[C@@H]1Oc2cc(-c3ccc(C)cc3)ccc2S(=O)(=O)N([C@@H](C)CO)C[C@@H]1C	0.7	2	-2.0	-7	.	-11	-4	5
9	COc1ccccc1C(CNC(=O)COc1cc(C)ccc1Cl)N1CCCC1 (configuration not stated)	0.0	0	-1.7	5	0	-2	3	-4
10	Cc1ccn2c(=O)nc(SCC(=O)N3CCCC3)nc2c1	0.0	3	0.6	3	-5	-2	0	17
11	Nc1nnc(-c2ccc(Cl)c([N+](=O)[O-])c2)s1	0.2	-6	0.2	-3	18	-5	10	3
12	COc1ccc2[nH]cc(CCNC(=O)C3CC(=O)N(c4ccc(Cl)cc4)C3)c2c1 (configuration not stated)	0.0	-2	2.3	-1	11	-3	6	-6
13	CC(C)Oc1ccc(/C(O)=C2/C(=O)C(=O)N(CCN3CCNCC3)C2c2ccc(C(C)C)cc2)cc1 (configuration not stated)	0.0	-1	0.6	1	14	-1	-1	-2
14	O=C(NC1CCCC1)C1C(c2ccc(C(F)(F)F)cc2)=Nc2ccccc2N1C(=O)c1cc2ccccc2[nH]1 (configuration not stated)	0.0	6	2.1	.	16	-12	-22	2
15	O=C1CCN(Cc2ccc([N+](=O)[O-])cc2)CCN1CCO	0.0	2	0.6	-1	-7	-12	2	22
16	CN(C)C(=O)[C@H]1[C@H](CO)[C@H]2Cn3c(cccc3=O)[C@H]2N1CCc1ccccc1	0.1	6	0.9	2	-2	-7	2	3

# Molecules listed so far that have a CF3 group (2):
cpd	SMILES	Xi reactivation	ERp5 block	F508del corr	ARNT-TACC3 inh	PAX8 reporter	DENV2 CPE	EWS-Fli inh	INS-1E GSIS act
5	C[C@@H]1CN([C@@H](C)CO)C(=O)c2cc(NC(=O)C3CC3)ccc2O[C@@H]1CN(C)Cc1ccc(C(F)(F)F)cc1	-0.5	0	1.9	.	25	-3	5	-11
14	O=C(NC1CCCC1)C1C(c2ccc(C(F)(F)F)cc2)=Nc2ccccc2N1C(=O)c1cc2ccccc2[nH]1 (configuration not stated)	0.0	6	2.1	.	16	-12	-22	2

# (listing goes on)
cpd	SMILES	Xi reactivation	ERp5 block	F508del corr	ARNT-TACC3 inh	PAX8 reporter	DENV2 CPE	EWS-Fli inh	INS-1E GSIS act
17	O=C(Cn1c2ccccc2c(=O)c2cc([N+](=O)[O-])ccc21)Nc1ccccc1Cl	0.3	-5	3.2	-21	-7	-5	-9	5
18	CCN1CCN(CCCNC(=O)CCC(=O)N2CCOc3ccc(Cl)cc32)CC1	-0.1	3	2.4	5	-2	3	-2	-2
19	Cc1cccc(C(=O)NCC(=O)N2CCCC2)c1	-0.1	0	-3.0	-7	-29	-3	.	15
20	CCN1CCN(c2ccc(S(=O)(=O)N3CCCC3)cn2)CC1	0.0	-1	0.4	1	-29	-12	2	10
21	COc1ccc(C(C)(C)C)cc1NC(=O)c1ccc[n+]([O-])c1	0.2	6	0.3	-8	7	4	16	15
22	O=C(C[C@@H]1CC[C@H](NS(=O)(=O)c2ccccc2)[C@@H](CO)O1)NCc1ccncn1	-0.5	9	0.9	-7	-10	9	1	10
23	Cc1cc(N2CCOCC2)nc2ccc(NC(=O)CCC(=O)N3CCN(c4ccc(F)cc4)CC3)cc12	0.0	6	3.5	.	-18	-4	-31	-22
24	O=C(CC1CC1)Nc1ccc2c(c1)[C@@H]1C[C@@H](CC(=O)N3CCCCC3)O[C@@H](CO)[C@@H]1O2	0.5	-6	3.7	3	-11	1	3	3
25	COc1ccc(N2CCN(C(=O)COC(=O)CC(NC(N)=O)c3ccc(Cl)cc3)CC2)cc1 (configuration not stated)	0.0	-5	-1.2	.	9	-4	2	-4
26	CCC1CCCCN1C(=O)c1ccc([N+](=O)[O-])o1 (configuration not stated)	0.1	1	0.1	-1	-2	0	5	-2
27	COc1cccc(C(=O)N=c2sc3c(C)ccc(OC)c3n2C)c1	0.0	11	2.7	-2	-144	-4	-115	11
28	COC(=O)C1=C(C)NC(=O)NC1c1ccc2ccccc2c1 (configuration not stated)	0.1	-4	-2.0	-16	12	8	7	19
29	C=CCn1c(=O)c2ccccc2n2c(SCC(=O)Nc3sc(C(=O)N(CC)CC)c(C)c3C(=O)OCC)nnc12	0.1	-7	-1.1	-3	13	16	15	1
30	Cc1c(-c2nnc(SCC(=O)O)n2-c2ccccc2Br)nnn1-c1ccccc1	-0.1	.	.	6	-2	.	.	8
31	CCC(=O)N(C)C[C@H]1Oc2ncc(/C=C/c3ccccc3)cc2C(=O)N([C@H](C)CO)C[C@H]1C	0.4	1	2.0	-3	.	3	-8	-13
32	CCN1CCN(c2ccc([N+](=O)[O-])cc2S(=O)(=O)N2CCOCC2)CC1	0.0	9	3.9	1	1	-4	-9	13

# As entered above:
# CCC1CCCCN1C(=O)c1ccc([N+](=O)[O-])o1 (configuration not stated) in INS-1E GSIS act is entered as -2
# Cc1c(-c2nnc(SCC(=O)O)n2-c2ccccc2Br)nnn1-c1ccccc1 in INS-1E GSIS act is entered as 8
# CCN1CCN(c2ccc([N+](=O)[O-])cc2S(=O)(=O)N2CCOCC2)CC1 in DENV2 CPE is entered as -4

# Other structures follow:
cpd	SMILES	Xi reactivation	ERp5 block	F508del corr	ARNT-TACC3 inh	PAX8 reporter	DENV2 CPE	EWS-Fli inh	INS-1E GSIS act
33	CCOC(=O)c1sc(NC(=O)c2sc(C)nc2C)nc1C	0.3	3	0.2	-17	37	-6	-16	38
34	C[C@@H]1CN([C@@H](C)CO)C(=O)c2cccc(NS(=O)(=O)c3ccc(Cl)cc3)c2O[C@H]1CN(C)C(=O)Nc1ccc2c(c1)OCO2	0.4	1	-1.3	3	-4	-4	-12	-13
35	C[C@H]1CN([C@@H](C)CO)C(=O)c2cc(C#CC3CCCC3)cnc2O[C@H]1CN(C)Cc1ccncc1	-0.6	-4	1.7	-5	-2	9	6	-8
36	C[C@H](CO)N1C[C@H](C)[C@@H](CN(C)S(=O)(=O)c2cccs2)Oc2c(NC(=O)Cc3ccccc3)cccc2C1=O	0.2	-3	1.7	-5	5	?	3	-15
37	CN(C)Cc1c(C(=O)N/N=C/CCc2ccccc2)nnn1-c1nonc1N	0.0	0	0.0	4	-10	-4	1	-2
38	C/C=C/C(=O)OCc1csc(CC(=O)Nc2ccccc2C)n1	0.0	2	-0.3	-5	.	-1	.	10
39	COc1cccc(NC(=O)C2CCCC2)c1	0.5	5	2.3	-2	-8	8	-12	2
40	C#CCNC(=O)C[C@@H]1C[C@@]2(C(=O)OC)CC(C)(C)CC=C2N(CCCCCCCC)C1=O	0.1	7	-2.2	.	7	7	-2	.
41	CC(NC(=O)C(=O)N1CCOCC1)C(c1cccs1)N1CCN(c2ccc(F)cc2)CC1 (configuration not stated)	0.0	0	0.4	-1	3	10	0	1
42	CO[C@H]1CN(C)C(=O)c2ccc(NC(=O)c3ccccc3F)cc2OC[C@@H](C)N(C)C[C@H]1C	0.4	.	-1.1	-12	-10	.	-1	9
43	Cc1noc(C)c1C(=O)N1CCCC(Nc2ccc(C(C)C)cc2)C1 (configuration not stated)	0.1	.	-0.1	-1	20	5	-14	-11
44	O=C(NCC(c1ccco1)N1CCCCC1)C(c1ccccc1)c1ccccc1 (configuration not stated)	0.3	7	2.4	3	9	6	3	-2
45	COCC#Cc1ccc2c(c1)O[C@@H](CN(C)C)[C@@H](C)CN([C@@H](C)CO)S2(=O)=O	0.4	-10	0.5	-1	-8	5	0	0
46	Cc1ccc(/C=C/c2onc(C)c2S(=O)(=O)N2CCC(C(=O)N3CCN(C)CC3)CC2)cc1	0.0	5	1.1	14	-2	0	.	-18
47	Cc1ccc(OC/C(O)=C(\C#N)c2nc3ccccc3s2)cc1	0.0	1	-2.1	-1	1	-1	-15	-10
48	COc1ccc(C(CCN2CCOCC2)c2c(O)cc(OC)cc2OC)cc1 (configuration not stated)	0.4	3	-0.9	5	14	-1	2	-17

# Values in list order from the entries so far.
# Xi reactivation, compounds 41–47, in order: 0.0, 0.4, 0.1, 0.3, 0.4, 0.0, 0.0

# Returning to the listing, repeating the two entries before the break.
cpd	SMILES	Xi reactivation	ERp5 block	F508del corr	ARNT-TACC3 inh	PAX8 reporter	DENV2 CPE	EWS-Fli inh	INS-1E GSIS act
47	Cc1ccc(OC/C(O)=C(\C#N)c2nc3ccccc3s2)cc1	0.0	1	-2.1	-1	1	-1	-15	-10
48	COc1ccc(C(CCN2CCOCC2)c2c(O)cc(OC)cc2OC)cc1 (configuration not stated)	0.4	3	-0.9	5	14	-1	2	-17
49	COCCn1c(SCC(=O)Nc2ccc(C(C)=O)cc2)nnc1-c1ccco1	0.0	-1	-0.3	-11	-15	-2	-5	5
50	CCCN1[C@@H]2c3ccc(-c4cccc(F)c4)c(=O)n3C[C@H]1[C@H](CO)[C@H]2C(=O)NCC	0.0	2	0.5	0	.	5	6	13
51	CC(C)c1ccc(S(=O)(=O)NCCCN2CCOCC2)cc1	0.0	-5	-0.7	.	-6	-1	-7	-2
52	C[C@@H]1CCCCO[C@H](CN(C)S(C)(=O)=O)[C@@H](C)CN([C@H](C)CO)C(=O)c2cc(NC(=O)Nc3ccc4c(c3)OCO4)ccc2O1	0.0	-5	-1.2	3	.	0	-11	23
53	O=C(CN1C(=O)c2ccccc2S1(=O)=O)NCc1ccccc1	0.0	2	4.0	-3	-15	-4	4	-3
54	Cc1ccccc1NC(=O)Cn1c(NCC(C)O)nc2ccccc21 (configuration not stated)	0.1	-8	1.0	-5	6	2	4	11
55	COCC#Cc1cnc2c(c1)C(=O)N([C@H](C)CO)C[C@H](C)[C@H](CN(C)S(=O)(=O)c1ccccc1)O2	-0.4	5	-0.1	4	.	12	-2	-4
56	COc1ccccc1NS(=O)(=O)c1ccc(C)c(NS(=O)(=O)c2cc(C(=O)O)cc(C)c2C)c1	0.0	-3	1.6	0	.	4	7	.
57	C/C=C/c1ccc2c(c1)O[C@@H](CN(C)C(=O)C1CCOCC1)[C@H](C)CN([C@@H](C)CO)S2(=O)=O	-1.3	-3	-1.8	-14	.	-7	-3	10
58	CCNS(=O)(=O)c1ccc(CCC(=O)NC2CCCC2)cc1	0.0	.	.	-1	3	.	.	15

# High-throughput results deposited in PubChem BioAssay by Broad Institute.
